Assay outcomes from PubChem BioAssay.
GPR151 activ: activators of human GPR151 | activation, % at 11.2 µM | hit rate 1% among 650,000 | Q8TDV0 | PathHunter beta-arrestin GPR151 cells, luminescence | AID 1508602; in the data active = activation above about 4.9%;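 also: 0% = median of compound wells and 100% = cells with positive control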
Target sequence (Q8TDV0 whole entry, looked up): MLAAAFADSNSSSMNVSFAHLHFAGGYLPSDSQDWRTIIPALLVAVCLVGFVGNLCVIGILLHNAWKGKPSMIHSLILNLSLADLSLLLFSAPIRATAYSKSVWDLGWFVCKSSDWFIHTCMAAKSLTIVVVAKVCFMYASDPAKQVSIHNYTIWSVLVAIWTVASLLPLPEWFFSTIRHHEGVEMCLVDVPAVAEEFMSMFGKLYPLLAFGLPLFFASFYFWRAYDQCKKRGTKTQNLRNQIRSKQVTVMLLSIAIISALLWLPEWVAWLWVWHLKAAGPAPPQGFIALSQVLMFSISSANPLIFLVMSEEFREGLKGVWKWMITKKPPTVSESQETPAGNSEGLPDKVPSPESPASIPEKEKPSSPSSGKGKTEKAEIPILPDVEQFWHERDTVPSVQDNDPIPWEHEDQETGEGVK
FBW7 act: human FBW7 E3 ligase activation, primary screen; AlphaScreen FBW7–phospho-cyclin E peptide binding, activator screen; normalized activity (activation), % at 26.1 µM; hit rate 0.13% among 650,000; in the data active = normalized activity above about 1.9%;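 also: purified mutant Fbw7 with reduced substrate affinity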
TEAD-YAP inh: TEAD-YAP interaction inhibition; HEK-TIYL cells, TEAD-Gal4/YAP UAS-luciferase luminescence; inhibition, % at 9.12 µM; hit rate 1.4% among 640,000; AID 1259422; in the data active = inhibition above about 32%;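 also: 0% = median of test compound wells and 100% = reference inhibitor wells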
MITF inh: inhibitors of human MITF | AlphaScreen MITF homodimerization, bead proximity signal | O75030 | inhibition, % at 2.6 µM | hit rate 0.91% among 650,000; in the data active = inhibition above about 50%;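 also: 0% = vehicle wells with protein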
Target sequence (O75030 whole entry, looked up): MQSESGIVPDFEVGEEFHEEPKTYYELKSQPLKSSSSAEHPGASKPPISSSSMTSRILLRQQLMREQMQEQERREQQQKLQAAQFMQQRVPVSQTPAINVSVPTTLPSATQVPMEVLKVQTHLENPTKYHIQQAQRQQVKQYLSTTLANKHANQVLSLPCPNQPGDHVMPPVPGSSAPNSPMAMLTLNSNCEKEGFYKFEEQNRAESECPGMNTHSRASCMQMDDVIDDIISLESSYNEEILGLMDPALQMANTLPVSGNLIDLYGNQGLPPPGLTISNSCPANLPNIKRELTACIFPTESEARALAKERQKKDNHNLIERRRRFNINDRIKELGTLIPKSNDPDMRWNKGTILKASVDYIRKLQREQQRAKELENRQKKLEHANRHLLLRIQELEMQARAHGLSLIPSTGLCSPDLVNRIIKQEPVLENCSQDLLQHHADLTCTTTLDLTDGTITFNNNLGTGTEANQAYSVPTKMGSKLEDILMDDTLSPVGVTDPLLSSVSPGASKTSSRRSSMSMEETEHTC
The depositor's hits bear a star; . = not tested or not shown.

SMILES	GPR151 activ	FBW7 act	TEAD-YAP inh	MITF inh
Clc1ccc(CSCCSc2nc3ccccc3s2)cc1	0.5	0.0	-1.9	-0.9
O=C(COc1ccccc1Br)c1ccc(O)cc1O	-0.1	-0.1	-15.2	-5.0
CC(NC(=O)c1cc(-c2cccs2)nc2ccccc12)C1CCCO1 (stereo unspecified)	0.6	-0.1	16.0	-3.5
CCOC(=O)c1c(NC(=O)COC(=O)c2cc(=O)c3ccccc3o2)sc2c1CCC2	-0.8	0.3	3.0	14.1
Cc1ccc([N+](=O)[O-])cc1NC(=O)c1ccoc1C	-1.4	-0.1	-7.1	-4.9
O=C(Nc1ccccc1)Nc1ccc(S(=O)(=O)Nc2nccs2)cc1	-1.2	-0.1	6.5	-7.1
Cc1sc2c(=O)n(-c3ccccc3)cnc2c1C(N)=O	0.6	0.4	0.9	-12.9
COc1ccccc1N1CCN(/N=C(\C)c2cccc(Br)c2)CC1	-0.3	-0.1	-28.0	14.4
O=C(NNC(=O)C1CCC(c2ccccc2)CC1)C1CCC(c2ccccc2)CC1 (stereo unspecified)	-0.3	-0.1	-4.4	-7.5
O=C(CN1C(=O)CCSc2ccccc21)Nc1ccc(C(F)(F)F)cc1	-0.4	-0.2	15.3	4.0
CCCCNC(=O)c1cccc(NC2=NC3CS(=O)(=O)CC3S2)c1 (stereo unspecified)	0.4	-0.1	5.3	-9.8
CCOc1cccc(C2CC(c3ccc(OC)cc3)=NC(c3ccccc3Cl)N2)c1O (stereo unspecified)	-0.6	-0.1	-45.1	9.0
CCC1(C)NC(=O)N(CC(=O)Nc2ccc(C)cc2)C1=O (stereo unspecified)	2.2	0.0	-2.8	-3.2
Clc1ccc(-n2ncc3c(NCCc4ccccc4)ncnc32)cc1	1.3	-0.1	-26.8	-5.7
S=c1sc2ccccc2n1CSc1ccc(Cl)cc1	0.6	0.2	-53.3	-5.1
Cc1ccc(C(=O)NCCc2ccccc2)c(N2CCOCC2)n1	0.2	-0.2	-26.1	-13.2
CC(C)CCSc1cc(NCCO)c([N+](=O)[O-])c2nonc12	-0.7	0.1	14.0	11.9
O=c1nc(SCc2cccc(Cl)c2)c2c(n1Cc1ccncc1)CCC2	-0.1	-0.3	5.3	-19.2
Cc1cccnc1NS(=O)(=O)c1ccccc1	1.3	0.1	-0.5	-5.7
Cc1ccc(-n2c(C)cn3c4c(=O)n(CC(N)=O)c(=O)n(C)c4nc23)cc1C	2.9	0.1	-0.8	-3.8
CCN(CC)C(=O)CSc1nc2c(sc(=S)n2-c2ccccc2)c(=O)n1-c1ccc(OC)cc1OC	0.2	-0.1	-3.2	-7.1
O=C(O)c1ccccc1C(=O)NCc1ccc(F)cc1	-1.5	1.3	8.9	5.3
CC(C)(C)CC(=O)N1CCc2cc(-c3csc(NC(=O)CN4CCCC4)n3)ccc21	1.1	-0.2	-22.9	-2.6
CC12CCC(C(=O)N(Cc3ccccc3)Cc3ccccc3)(OC1=O)C2(C)C (stereo unspecified)	-1.4	0.1	-6.7	-5.1

Looked up by compound from the entries so far (3):
SMILES	GPR151 activ	FBW7 act	TEAD-YAP inh	MITF inh
Clc1ccc(-n2ncc3c(NCCc4ccccc4)ncnc32)cc1	1.3	-0.1	-26.8	-5.7
CCN(CC)C(=O)CSc1nc2c(sc(=S)n2-c2ccccc2)c(=O)n1-c1ccc(OC)cc1OC	0.2	-0.1	-3.2	-7.1
CCC1(C)NC(=O)N(CC(=O)Nc2ccc(C)cc2)C1=O (stereo unspecified)	2.2	0.0	-2.8	-3.2

(cont.)
SMILES	GPR151 activ	FBW7 act	TEAD-YAP inh	MITF inh
O=C(Nc1ccc2[nH]ncc2c1)C1CCN(C(=O)[C@H](O)c2cccc(Cl)c2)C1 (stereo partly specified)	2.6	0.0	-5.9	4.0
COc1cc(NC(=O)CSc2nc3ccccc3cc2C)c(C(=O)O)cc1OC	-0.6	0.1	3.5	4.3
COc1ccc(CCNc2nc(Nc3ccc(N4CCOCC4)cc3)nc3nc[nH]c23)cc1	2.7	-0.1	48.7*	14.8
O=c1[nH]c(=O)n(-c2ccc(Cl)cc2)c(O)c1C=Nc1ccccc1O	1.9	-0.1	3.3	2.2
O=c1[nH]/c(=C/c2cccc([N+](=O)[O-])c2)c(=O)[nH]/c1=C\c1cccc([N+](=O)[O-])c1	-0.3	0.0	4.4	-8.0
C=CCc1cccc2cc(C(=O)NC3CCCC3)c(=O)oc12	-0.4	-0.1	-7.5	9.3
COc1ccc(NC(=O)CN2CCC(O)(c3ccc4c(c3)OCO4)CC2)cc1	0.1	0.1	-0.5	0.9
COc1ccccc1C(=O)NC(C)C(c1cccs1)N1CCOCC1 (stereo unspecified)	4.4	-0.1	-9.6	-6.2
COCc1cc(C)nc(SCC(=O)NCc2ccco2)c1C#N	-0.6	-0.1	2.0	0.1
COc1cc(Cn2cnc3ccccc32)c(OC)cc1Cn1cnc2ccccc21	-1.5	0.6	23.1	11.4
O=C(N/N=C/C1CC=CCC1)c1cccnc1 (stereo unspecified)	0.5	0.0	-0.8	-7.9
O=C(Nc1ccc(C(=O)N2CCCCC2)cc1)c1ccc(=O)[nH]c1	-0.7	0.3	11.6	7.2
O=C(Nc1ccccc1)Nc1cc(Cl)cc(Cl)c1	0.6	0.1	-3.2	3.5
C=CCN1CC(C(=O)N2CCC(Cc3ccc(Cl)cc3)(C(=O)OCC)CC2)CC1=O (stereo unspecified)	0.1	-0.1	-11.4	-5.9
O=C(NCc1cccc(C(F)(F)F)c1)c1ccc2nc(NC3CCC(O)CC3)sc2c1 (stereo unspecified)	-0.5	0.1	-4.3	-0.9
COc1ccc(S(=O)(=O)NCCc2csc(-c3cccc(C)c3)n2)cc1OC	-0.3	-0.1	-6.7	0.3
O=S(=O)(c1ccc(Cl)cc1)N1CCN(c2ccc(-c3ccncc3)nn2)CC1	0.7	-0.1	5.2	-1.2
O=C(CNC(=O)C1CCCCC1)Nc1nc(C23CC4CC(CC(C4)C2)C3)cs1	-0.6	0.1	1.0	14.6
COc1ccc(-c2nnc(NC(=O)c3ccc([N+](=O)[O-])c(Cl)c3)s2)cc1	-0.3	-0.1	2.4	20.1
COc1ccc(S(=O)(=O)Nc2ccccc2F)cc1I	-0.6	-0.1	-2.7	-22.3
Cc1cccc(-c2nc(CSCC(=O)N3CCN(c4ccccc4)CC3)c(C)o2)c1	0.5	-0.1	5.5	0.1
Cc1ccc(-c2nc3ccccc3c(=O)n2CC(=O)Nc2cccc(C(F)(F)F)c2)cc1	1.2	-0.1	16.3	6.3
O=C(NCc1ccco1)/C(=C/c1ccccc1)NC(=O)c1ccc(Br)cc1	-0.6	0.1	9.9	15.4
CCSc1nc2ccccc2n1CC(=O)Nc1c(C)cccc1C	-2.2	0.5	-2.5	12.6
Cc1ccc(C(=O)CSc2nnc3sc4ccccc4n23)cc1	-0.1	-0.1	7.5	-3.2
CCOc1cccc(NC(=O)Oc2ccc3ccccc3c2)c1	0.3	-0.3	-9.0	-7.3
CS(=O)(=O)N1CCc2cc(N3CCN(Cc4ccc(F)cc4)C3=O)ccc21	-0.1	-0.2	1.2	8.0
O=C(CCN1C(=O)c2ccccc2C1=O)N1CCN(c2ccccn2)CC1	0.6	0.1	-8.5	-5.3
CC(=O)Oc1ccc2oc(-c3ccccc3)c(C(N)=O)c2c1	0.9	0.5	10.9	7.2
Cc1cc(C)cc(NC(=O)CN(Cc2ccc(Br)cc2)S(=O)(=O)c2ccccc2)c1	0.7	0.4	-26.7	3.7
Cc1ccc(NS(=O)(=O)c2cc(C(N)=O)ccc2Cl)c(C)c1	1.3	0.0	-10.1	1.0
CCOC(=O)C(N/C(=C\c1ccccc1F)NC(=O)c1ccccc1)C(C)O (stereo unspecified)	0.8	-0.1	-4.9	-2.5
CCOC(=O)c1ccc(NC(=O)CCS(=O)(=O)c2ccc(OC)cc2)cc1	1.3	0.0	8.7	9.4
NC(=O)COC(=O)c1ccc(Cl)c(S(=O)(=O)N2CCc3ccccc32)c1	3.6	-0.1	6.7	5.7
CCOC(=O)c1c(C)c(C(=O)Nc2ccc(OC)c(OC)c2)c(C)n1CC	-0.5	0.0	2.0	0.5
CCOc1ccc(N2C(=O)c3ccc(C(=O)OCC(=O)c4ccc(C)cc4)cc3C2=O)cc1	-0.1	0.2	-8.3	1.7
CCN(CC)CCN1C(=O)C(=O)/C(=C(\O)c2ccc(OC)c(OC)c2)C1c1cccs1 (stereo unspecified)	-0.8	0.1	-10.9	0.8
O=C1C2=CC[C@H]3C(=O)N(c4ccc(F)cc4F)C(=O)[C@H]3[C@H]2[C@H](O)[C@@H]2O[C@H]12	-1.4	0.1	.	4.1
Cc1ccc(C2NC(=O)C(O)=C2C(=O)c2ccco2)cc1 (stereo unspecified)	-1.1	0.0	1.0	16.7
Cc1c(C(=O)N/N=C/c2ccc(OC(=O)N3CCOCC3)cc2)nnn1-c1nonc1N	-1.5	0.0	-3.4	-4.4
O=C1c2ccccc2-c2nc3cc(Br)cnc3nc21	-1.7	-0.1	-9.1	-14.9
O=C1N/C(=C/c2ccccc2OCc2cccc([N+](=O)[O-])c2)C(=O)N1c1ccccc1	-1.4	-0.1	2.0	-22.2
Cc1cc(NC(=O)c2cc3ccccc3o2)cc(C)c1Br	1.7	-0.1	-12.7	0.3
COc1ccc(C(=O)/C=C/c2ccc(N)cc2)cc1	1.0	0.2	-50.0	5.4
O=C(c1cc2nc(-c3cccs3)cc(C(F)(F)F)n2n1)N1CCc2ccccc2C1	-0.9	0.1	5.2	-7.9
COCCCn1c(-c2ccccc2Cl)n[nH]c1=S	-1.2	1.0	1.1	1.6
CCCCNC(=O)/C(=C/c1ccc2c(c1)OCO2)NC(=O)c1cccc(Br)c1	1.4	0.0	6.1	-6.2
N#Cc1c(=O)c2cccnc2n2c1sc1ccccc12	-3.4	0.6	-2.6	-4.7
C[C@H]1CCC(C(=O)O)N[C@@H]1c1ccc(C#Cc2ccccc2)cc1 (stereo partly specified)	-1.3	-0.1	.	-4.7
O=C1N[C@@H](Cc2ccc(Cl)cc2)C(=O)N2C[C@@H](NCc3cccs3)C[C@@H]12	0.3	-0.2	0.6	-7.6
Cc1sc2nc(C3CC3)n(C3CCN(C(=O)C(C)C)CC3)c(=O)c2c1C	-1.8	0.1	-5.1	17.8
COc1cc(/C=C\[N+](=O)[O-])ccc1OCC(=O)OC(C)C	0.3	0.3	-21.1	-4.6
CCOc1ccc(NC(=O)CSc2nnc3nc(C)cc(C)n23)cc1	0.5	-0.3	15.3	-6.1
O=C1CSC(=O)N1c1ccccc1	-0.3	-0.1	5.8	3.1
CC(C)(C)n1ncc2c(=O)n(CC(=O)OCc3ccccc3)cnc21	-1.4	0.1	82.3*	-0.1
Cc1ccc2c(c1)N(C)/C(=C/c1cccc[n+]1C)S2	0.3	-0.2	55.0*	1.7
O=C(c1nn2c(C(F)(F)F)cc(-c3ccc(Br)cc3)nc2c1Cl)N1CCc2ccccc2C1	0.0	0.0	-5.2	10.3
CCCCC(CC)C(=O)Nc1cc(C)on1 (stereo unspecified)	-2.2	-0.2	4.5	1.7
Cc1c(C(=O)Nc2ccc(Cl)cc2)sc2ncn(Cc3cccc(F)c3)c(=O)c12	-0.7	0.2	-5.9	5.4
O=C(O)C1CCN(c2nc(-c3ccccc3)c3cc([N+](=O)[O-])ccc3n2)CC1	0.3	-0.1	-19.3	-16.2
(listing goes on)
SMILES	GPR151 activ	FBW7 act	TEAD-YAP inh	MITF inh
Cc1c(C)n2c3c(=O)n(CC(N)=O)c(=O)n(C)c3nc2n1-c1ccccc1	-0.6	0.0	12.5	-3.9
COc1ccc(CNC(=O)CCSCc2ccccc2F)cc1	0.5	0.1	0.1	-1.3
COc1ccc(NC(=O)N2CCCC(N3CCOCC3)C2)c(C)c1 (stereo unspecified)	-0.4	0.1	-3.8	8.6
Cc1cc(-c2cnc(N3CCCC3)nc2C2CCN(Cc3cnn(C)c3C)CC2)on1	1.7	-0.1	2.3	4.3
O=C(CNC(=O)C1CCCCC1)Nc1nc(COc2ccccc2)cs1	-1.9	0.8	-0.4	6.5
O=[N+]([O-])c1ccc(N2CCN(C/C=C/c3ccccc3[N+](=O)[O-])CC2)cc1	-0.6	0.0	-4.8	50.1
COc1cc(NC(=O)CSc2nnnn2Cc2ccc3c(c2)OCO3)cc(OC)c1	-0.7	-0.1	-4.2	1.3
CCC(C)Nc1nc(OC(C(F)(F)F)C(F)(F)F)nc(OC(C(F)(F)F)C(F)(F)F)n1 (stereo unspecified)	-1.6	-0.1	-3.0	1.1
COc1ccc(N(Cc2cccs2)C(=O)CCl)cc1	-1.4	-0.2	22.7	7.1
CC(=O)C1=C(c2ccc3c(c2)CCCC3)N(C(C)=O)n2c(C)nnc2S1	-0.9	-0.1	10.5	15.1
O=C1c2ccc([N+](=O)[O-])cc2C(=O)N1C1CC2CCC1C2 (stereo unspecified)	1.1	-0.3	-9.2	5.5
S=C(NCC1CCCO1)Nc1ccccc1 (stereo unspecified)	-1.7	0.0	-13.2	-25.5
Cc1ccc(C(=O)Nc2ccc(NC(=O)c3ccccc3N)cc2)cc1	5.3*	1.2	-8.0	-0.9
Nc1c(C(=O)NCc2ccc(F)cc2)sc2nc(-c3ccncc3)ccc12	-1.5	-0.2	4.8	-2.8
NC1=NC(=O)/C(=C\c2cc(Br)cc(Br)c2OCc2ccc(Cl)cc2Cl)S1	-0.4	0.1	0.1	7.3

Structural class, the compounds so far containing a COOH group (four)
SMILES	GPR151 activ	FBW7 act	TEAD-YAP inh	MITF inh
O=C(O)c1ccccc1C(=O)NCc1ccc(F)cc1	-1.5	1.3	8.9	5.3
COc1cc(NC(=O)CSc2nc3ccccc3cc2C)c(C(=O)O)cc1OC	-0.6	0.1	3.5	4.3
C[C@H]1CCC(C(=O)O)N[C@@H]1c1ccc(C#Cc2ccccc2)cc1 (stereo partly specified)	-1.3	-0.1	.	-4.7
O=C(O)C1CCN(c2nc(-c3ccccc3)c3cc([N+](=O)[O-])ccc3n2)CC1	0.3	-0.1	-19.3	-16.2
